3CLpro inhibitor – SARS-CoV 3CLpro protease inhibition. hit rate 0.14% among 290,000. recombinant SARS-CoV 3CLpro, quenched FRET peptide cleavage. inhibition, % at 6 µM. P0C6X7; in the data active = inhibition above about 12%
PriA SSB inh – blocks PriA binding to SSB C-terminal tail. AlphaScreen SSBct-PriA binding, biotinylated peptide. inhibition, % at 33 µM. hit rate 0.6% among 430,000; in the data active = inhibition mostly above about 37%, no sharp cut-off; inactive = mostly below about 20%;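 note: plate controls were negative control peptide for no effect and reference peptide for full effect; strong numbers were not always called active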
Vc quorum ag – quorum light induction in luxS cqsA deficient V. cholerae. V. cholerae BH1578 lux reporter, luminescence, 6 h. activation, % at 18.7 µM. hit rate 0.16% among 350,000. AID 588436; in the data active = activation mostly above about 9.7%, no sharp cut-off; note: not every result past the cut was called active; inactives centre near 0; reference of the scale not given here
MazF activator – MazEF (E. coli) toxin RNase activation; P0AE70; activation, % at 20 µM; FAM/BHQ RNA-DNA oligo cleavage fluorescence, 5 h; AID 504720; hit rate 0.32% among 350,000; in the data active = activation above about 50%
Anthrax LF inh2 – anthrax lethal factor protease inhibition; P15917; multiplex microsphere protease cleavage assay, LF; inhibition, % at 10 µM; hit rate 0.12% among 360,000; AID 588501; in the data active = inhibition above about 30%; note: plate controls were buffer without enzyme for full effect and enzyme alone for no effect
VHR inh abs – DUSP3 (human) phosphatase inhibition | hit rate 0.52% among 290,000 | P51452 | inhibition, % at 13.3 µM | recombinant VHR phosphatase, pNPP absorbance; in the data active = inhibition above about 50%; note: some compounds called inactive have numbers as strong as hits
Rv3671c inh – Rv3671c (M. tuberculosis) protease inhibition; P9WHR9; inhibition, % at 5.96 µM; hit rate 0.048% among 320,000; AID 2606; in the data active = inhibition above about 38%;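 note: extracellular domain of Rv3671c used as enzyme; 0% = enzyme with DMSO and 100% = no enzyme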
TcdB GH inh – inhibitors of Clostridioides difficile toxin B glycohydrolase; P18177; TcdB glycohydrolase enzymatic assay, plate reader; inhibition, % at 9.99 µM; hit rate 0.24% among 350,000; AID 652162; in the data active = inhibition above about 10%
Target sequence (P18177 whole entry, looked up): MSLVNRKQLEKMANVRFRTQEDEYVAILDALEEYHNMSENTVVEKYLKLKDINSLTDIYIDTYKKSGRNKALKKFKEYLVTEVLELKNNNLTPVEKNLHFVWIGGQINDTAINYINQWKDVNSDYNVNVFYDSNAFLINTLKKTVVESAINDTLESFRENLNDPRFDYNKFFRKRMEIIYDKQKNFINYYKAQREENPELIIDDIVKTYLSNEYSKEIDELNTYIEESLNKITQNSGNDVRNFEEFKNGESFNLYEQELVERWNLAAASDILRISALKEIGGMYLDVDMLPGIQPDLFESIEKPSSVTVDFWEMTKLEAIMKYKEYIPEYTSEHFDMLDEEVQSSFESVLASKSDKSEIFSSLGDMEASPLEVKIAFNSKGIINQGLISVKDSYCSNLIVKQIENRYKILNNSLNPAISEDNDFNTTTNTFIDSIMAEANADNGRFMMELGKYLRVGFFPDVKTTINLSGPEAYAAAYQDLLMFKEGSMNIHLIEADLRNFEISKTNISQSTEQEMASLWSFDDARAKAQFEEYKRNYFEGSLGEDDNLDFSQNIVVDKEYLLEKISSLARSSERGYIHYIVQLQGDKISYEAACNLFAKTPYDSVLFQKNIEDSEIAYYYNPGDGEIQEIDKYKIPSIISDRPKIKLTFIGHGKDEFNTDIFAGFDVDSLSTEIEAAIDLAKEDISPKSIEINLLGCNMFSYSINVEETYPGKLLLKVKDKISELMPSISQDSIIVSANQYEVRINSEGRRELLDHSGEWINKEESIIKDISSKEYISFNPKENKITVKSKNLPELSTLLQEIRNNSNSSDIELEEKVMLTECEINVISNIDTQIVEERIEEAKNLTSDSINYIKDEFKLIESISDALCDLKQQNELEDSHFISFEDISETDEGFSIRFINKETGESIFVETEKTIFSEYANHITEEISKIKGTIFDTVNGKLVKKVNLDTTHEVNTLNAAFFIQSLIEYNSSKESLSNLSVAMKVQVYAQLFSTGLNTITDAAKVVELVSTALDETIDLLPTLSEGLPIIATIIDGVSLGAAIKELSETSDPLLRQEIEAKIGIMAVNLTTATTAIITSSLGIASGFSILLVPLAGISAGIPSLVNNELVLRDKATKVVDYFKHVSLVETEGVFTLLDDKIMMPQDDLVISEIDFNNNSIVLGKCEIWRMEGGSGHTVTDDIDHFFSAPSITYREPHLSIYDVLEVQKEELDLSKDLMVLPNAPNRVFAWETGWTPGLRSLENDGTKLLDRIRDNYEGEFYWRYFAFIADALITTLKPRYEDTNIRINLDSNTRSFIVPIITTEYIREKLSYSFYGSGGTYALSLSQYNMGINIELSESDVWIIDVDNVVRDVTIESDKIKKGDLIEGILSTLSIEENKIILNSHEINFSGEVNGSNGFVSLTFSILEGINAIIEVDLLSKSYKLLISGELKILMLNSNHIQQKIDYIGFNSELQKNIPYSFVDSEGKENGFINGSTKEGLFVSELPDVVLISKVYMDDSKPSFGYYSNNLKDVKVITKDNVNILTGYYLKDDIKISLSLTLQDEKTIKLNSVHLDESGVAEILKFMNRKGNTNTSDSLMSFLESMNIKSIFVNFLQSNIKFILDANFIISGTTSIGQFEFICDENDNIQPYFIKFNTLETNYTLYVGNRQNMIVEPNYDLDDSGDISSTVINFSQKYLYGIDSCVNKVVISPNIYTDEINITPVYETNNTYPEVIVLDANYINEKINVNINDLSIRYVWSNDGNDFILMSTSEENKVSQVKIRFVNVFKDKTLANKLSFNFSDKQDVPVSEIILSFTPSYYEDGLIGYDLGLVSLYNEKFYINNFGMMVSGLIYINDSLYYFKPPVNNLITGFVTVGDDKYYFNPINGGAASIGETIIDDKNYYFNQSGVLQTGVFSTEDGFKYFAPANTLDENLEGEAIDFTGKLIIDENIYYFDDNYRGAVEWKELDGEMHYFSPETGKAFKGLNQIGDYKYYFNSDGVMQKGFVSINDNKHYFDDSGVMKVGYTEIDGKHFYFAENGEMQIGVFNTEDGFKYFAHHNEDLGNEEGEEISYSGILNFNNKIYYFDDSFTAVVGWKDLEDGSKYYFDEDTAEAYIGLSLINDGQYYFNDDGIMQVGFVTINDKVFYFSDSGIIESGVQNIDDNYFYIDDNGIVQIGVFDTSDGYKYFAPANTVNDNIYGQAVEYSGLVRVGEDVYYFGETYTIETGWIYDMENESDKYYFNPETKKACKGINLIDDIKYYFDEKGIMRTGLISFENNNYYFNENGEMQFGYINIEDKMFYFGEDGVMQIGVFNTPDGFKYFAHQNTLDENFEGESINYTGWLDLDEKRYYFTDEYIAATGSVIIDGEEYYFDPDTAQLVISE
Yp Topo-I inh – Y. pestis Topo-I inhibition via cleavage products; AID 504884; Y. pestis Topo-I cleavage product accumulation, plate reader; hit rate 0.064% among 360,000; activity, % at 10 µM; in the data active = activity above about 50%, passing the limit was not always enough; note: inactives centre near 2
PfHsp40 yeast – compounds rescuing yeast from Plasmodium falciparum HSP40 toxicity; S. cerevisiae expressing PfHsp40, growth rescue, ATP luminescence; growth rescue, % at 12.5 µM; hit rate 0.68% among 340,000; in the data active = growth rescue above about 28%, passing the limit was not always enough;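 note: yeast W303a lacking pdr1 and pdr3 grown in galactose medium; growth measured after three days at 30 °C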
Numbers without * were called inactive; i = inactive; / = not tested or not shown; & = joins results of further samples.

No.	canonical_smiles	3CLpro inhibitor	PriA SSB inh	Vc quorum ag	MazF activator	Anthrax LF inh2	VHR inh abs	Rv3671c inh	TcdB GH inh	Yp Topo-I inh	PfHsp40 yeast
1	CCC1CCCCN1CCCNC(=O)c1c(O)nc2ccccn2c1=O (centres undefined)	-5	-13	i	9	-1	7	3	1.3	-3	-0.2
2	CC1CN(CCN2CC(C)N(C=O)CC2C)C(C)CN1C=O (centres undefined)	/	0	i	6	3	/	/	-1.5	-4	2.2
3	CCOCCNC(=O)c1ccccc1C(=O)NCCOCC	0	-10	i	-9	-1	17	4	/	7	-0.3
4	O=c1[nH]c2cc([N+](=O)[O-])ccc2c2ccc([N+](=O)[O-])cc12	/	3	2.3	-7	4	/	/	2.1	-11	-0.3
5	Cc1c(NC(=S)NC(=O)c2ccccc2Br)c(=O)n(-c2ccccc2)n1C	1	-11	i	5	-3	13	3	0.5	4	-1.2
6	CC(C)c1onc(C(=O)Nc2sc3c(c2C#N)CCC3)c1[N+](=O)[O-]	-1	-1	i	-4	1	7	-10	-2.0	-7	1.7
7	CCCc1c(C)c2cccc(C)c2[nH]c1=O	-1	-7	i	7	-8	23	-5	/	4	-1.3
8	CCN1CCN(C(=O)CSc2ccc(C)cc2)CC1	3	-1	0.5	3	-15	25	4	1.6	6	-2.6
9	COc1ccc(C(C)=O)cc1COC(=O)c1ccc2c(c1)OCCO2	/	-5	i	5	8	/	-20	0.9	6	-0.9
10	Cc1cccc(NC(=O)c2cnc3ccccn3c2=O)c1	0	-13	-0.5	7	1	5	/	0.6	0	0.6
11	COc1ccccc1-n1cnnc1SCC(=O)Nc1ccccc1	-4	4	i	2	-5	34	-8	1.2	3	0.1
12	O=C(Nc1ccc(N2C(=O)C3C4C=CC(C4)C3C2=O)cc1)Nc1nnc(C(F)(F)F)s1 (centres undefined)	-2	-7	-0.3	4	-4	42	-32	0.7	6	-0.8

Next part.
No.	canonical_smiles	3CLpro inhibitor	PriA SSB inh	Vc quorum ag	MazF activator	Anthrax LF inh2	VHR inh abs	Rv3671c inh	TcdB GH inh	Yp Topo-I inh	PfHsp40 yeast
13	CN(CC(=O)Nc1ccc(F)cc1)C(=O)CSc1nc2ncc(Cl)cc2[nH]1	2	-6	0.3	-2	-2	15	8	0.4	-12	-0.2
14	CCc1nc2c(OCc3ccc(Cl)cc3Cl)cccn2c1N(C)C(=O)C1CC1	/	/	-0.8	/	-1	/	/	1.1	3	/
15	O=C(Cc1ccccc1)c1ccc(N2CCOCC2)cc1	/	-1	-2.3	0	8	/	/	-4.1	-7	0.5
16	CC1CCCC(C)N1C(=O)COC(=O)c1ccc(Br)c(S(=O)(=O)N2CCOCC2)c1 (centres undefined)	/	-3	-2.9	2	-2	/	-4	1.5	11	1.7
17	COc1cccc(C(=O)Cn2c(=N)n(C)c3ccccc32)c1	-3	-5	/	5	0	8	5	/	-8	-0.9
18	NCCCC[C@H](NC(=O)C1CCNCC1)c1nnc([C@@H](N)Cc2ccc(O)cc2)o1	0	-3	-5.0	7	2	10	-4	0.4	-2	1.9
19	CCc1cccc(C)c1N(C(=O)Cn1c(COC)nc2ccccc21)C(C)COC (centres undefined)	5	46*	-0.3	3	-4	24	-1	/	22	-2.3
20	Cc1ccc2c(c1)c1nnc(SCC(=O)N3CCN(c4ccc(F)cc4)CC3)nc1n2CC(=O)O	4	-3	-0.2	-3	1	5	-2	/	10	-0.9
21	CC(=O)Oc1ccc(C2=NN(c3ccccc3)C(c3ccccc3)C2)cc1 (centres undefined)	0	8	-0.9	-1	-15	6	0	-0.1	-4	0.2
22	O=C(CN1CCN(c2ccccn2)CC1)Nc1ccc(F)cc1F	1	-12	i	-2	-7	12	9	0.1	7	3.1
23	OCCCNC(=S)Nc1ccc(Br)cc1Cl	2	-9	i	-12	-16	29	5	0.9	-3	4.7
24	CC(=O)Nc1ccc(NC(=O)C2CC(=O)N(c3cccc(C)c3C)C2)cc1 (centres undefined)	1	-22	i	8	0	4	-10	/	1	-0.2

Going on with the list.
No.	canonical_smiles	3CLpro inhibitor	PriA SSB inh	Vc quorum ag	MazF activator	Anthrax LF inh2	VHR inh abs	Rv3671c inh	TcdB GH inh	Yp Topo-I inh	PfHsp40 yeast
25	CC(C)=CCN1CCN(Cc2cc3ccccc3[nH]2)CC1CCO (centres undefined)	-4	-8	i	9	-2	6	-2	1.3	-8	1.3
26	O=C1c2cccnc2C(=O)N1Cc1ccc(S(=O)(=O)NCc2ccco2)cc1	4	12	i	2	1	13	3	0.2	7	0.4
27	NC1=NC(c2ccccc2C(F)(F)F)N(c2ccc(F)c(Cl)c2)C(N)=N1 (centres undefined)	-3	0	-0.6	5	12	24	-3	0.6	-3	0.0
28	COc1cccc(S(=O)(=O)Nc2ccc(C(=O)NCc3ccco3)cc2)c1	-3	1&-12	i	5	-5	-1	-10	/	-5	0.9
29	CCc1c(C)nc2ncnn2c1NCCc1ccccc1	3	-11	-0.4	7	2	9	4	/	-4	-1.2
30	O=C(Cc1ccccc1)NCCS(=O)(=O)N1CCN(c2ccccc2)CC1	/	-2	i	3	-5	/	0	-0.4	-9	-0.5
31	COc1ccc(CC2c3cc(OC)c(OC)cc3CC[N+]2(C)CCC(=O)OCCCCCOC(=O)CC[N+]2(C)CCc3cc(OC)c(OC)cc3C2Cc2ccc(OC)c(OC)c2)cc1OC (centres undefined)	/	7	i	10	-6	/	-4	1.5	8	1.5
32	O=C(N/N=C1\CCCc2ccccc21)c1cccc(Br)c1	0	/	-0.9	0	1	8	9	-1.2	-3	1.3
33	Cc1ccc(C(=O)NC(=S)N(C)Cc2ccccc2)cc1	/	1	-0.5	1	-2	/	-3	-0.5	3	1.4
34	O=C(Cc1ccccc1)NNC(=O)c1cnccn1	5	-2	-0.1	-3	2	-5	-4	-5.7	-2	-0.5
35	Cc1csc(NC(=O)CSc2[nH]c(=O)ncc2C)n1	/	2&-9	-0.5	5	/	/	3	1.7	7	-0.6
36	Cc1cc(Cn2ccnc2)c(C)c([N+](=O)[O-])c1Cn1ccnc1	0	-2	-7.7	6	-12	-3	-7	-0.6	-2	-1.1

Next section:
No.	canonical_smiles	3CLpro inhibitor	PriA SSB inh	Vc quorum ag	MazF activator	Anthrax LF inh2	VHR inh abs	Rv3671c inh	TcdB GH inh	Yp Topo-I inh	PfHsp40 yeast
37	CCC(c1nnnn1Cc1cccs1)N1CCN(C(=O)c2ccco2)CC1 (centres undefined)	5	-1	i	4	-2	14	-2	1.1	2	0.9
38	CCOC(=O)Cn1cc([N+](=O)[O-])c(OC)n1	-4	-15	-0.4	-6	-2	24	6	/	-4	0.0
39	O=C(CN1CCN(Cc2ccccc2)CC1)N1CCN(c2ccccc2)CC1	-2	-4	-1.0	14	-16	18	4	-0.5	6	0.5
40	O=C1NC(=O)C2(Cc3c(nc4ccccn4c3=O)N3CCCCCC32)C(=O)N1Cc1ccccc1 (centres undefined)	4	-2	i	4	4	19	0	/	20	0.2
41	CC(=O)Nc1ccc(S(=O)(=O)NC(CC(=O)NCCc2ccccc2)C(C)C)cc1 (centres undefined)	0	-15	i	-2	-3	11	-18	/	-5	-0.6
42	CCOC(=O)N1CCN(c2c(NCCCN(CC)Cc3ccccc3)c(=O)c2=O)CC1	-4	-15	-7.0	1	-2	-1	3	/	15	0.1
43	COCCn1c2nc(=O)n(-c3ccccc3)c(=O)c-2nc2ccccc21	/	/	-2.9	i	-8	/	/	-1.3	-9	/
44	O=C(Nc1ccccc1F)Nc1cccnc1Cl	/	-4	-0.5	8	3	/	2	1.5	8	-1.1
45	CC(=O)c1cccc(NC(=O)c2ccc(OCc3c(C)noc3C)cc2)c1	/	-7	0.0	-7	1	/	-16	-2.1	-2	0.6
46	C=CCNC(=S)Nc1ccc(C)cc1[N+](=O)[O-]	2	-6	i	0	-3	17	10	0.5	-2	-0.6
47	CCN(CC)S(=O)(=O)c1ccc(/C(O)=C2/C(=O)C(=O)N(CCOC)C2c2ccccc2)cc1 (centres undefined)	3	/	i	4	0	-2	-2	/	-10	97*
48	CCOC(=O)Cc1nc2cc(Cl)ccc2o1	-2	-17	-0.2	-1	-2	-19	-2	0.7	2	-0.4

(next part)
No.	canonical_smiles	3CLpro inhibitor	PriA SSB inh	Vc quorum ag	MazF activator	Anthrax LF inh2	VHR inh abs	Rv3671c inh	TcdB GH inh	Yp Topo-I inh	PfHsp40 yeast
49	CC1CC(C)CN(CCCSc2ccccc2)C1 (centres undefined)	-7	1	-0.3	-2	-1	-2	1	/	0	-1.8
50	Cc1cccc(C)c1OCCOCCN1CCN(C)CC1	-3	-5	-0.4	7&0	-2&-8	-13	-1	1.7	4&1	0.1&-1.8
51	CCOC(=O)C1CCN(C(=O)CCCNC(=O)Cn2cnc3sc(C)c(C)c3c2=O)CC1	-5	-16	-0.2	-4	-3	26	3	-0.7	3	-1.1
52	Cn1cc(/C=C2\SC(=S)N(NC(=O)c3cccc(Cl)c3)C2=O)c2ccccc21	-3	-13	-0.1	-166	20	15	/	1.2	-3	-0.6
53	Cc1ccc(CNC(=O)COC(=O)c2cnc(C)cn2)cc1	-1	-2	1.4	0	-2	26	-3	0.8	2	-0.2
54	COC(=O)c1cc(CN2C(=O)c3ccccc3C2=O)c(O)c([N+](=O)[O-])c1	-6	1	i	-6	-10	2	6	0.9	-2	-1.8
55	CCCCCc1nnc(NC(=O)Cc2cccs2)s1	2	-16	/	-1	-7	5	2	/	-1	-0.6
56	CC(=O)Oc1ccc2nc(CN3C(=O)c4ccc([N+](=O)[O-])cc4C3=O)oc(=O)c2c1	4	-3	0.0	-2	-2	2	2	-0.3	-12	-2.1
57	CCc1sc(C(=O)Nc2ccc(OC)c(S(=O)(=O)N3CCOCC3)c2)cc1C	/	-1	-2.7	7	-7	/	-12	0.2	29	0.1
58	COc1ccc(-c2ccc(=O)n(Cc3c(F)cccc3Cl)n2)cc1	2	-12	i	-3	8	11	-11	1.1	1	2.1
59	CCc1noc(C)c1C(=O)N1CCCC1	5	-24	0.6	-2	-1	6	3	1.3	5	0.8
60	CCOC(=O)c1c(C)[nH]c(C)c1S(=O)(=O)NCCc1ccco1	-3	-5	i	7	2	-17	-1	1.4	6	-1.4

The list continues.
No.	canonical_smiles	3CLpro inhibitor	PriA SSB inh	Vc quorum ag	MazF activator	Anthrax LF inh2	VHR inh abs	Rv3671c inh	TcdB GH inh	Yp Topo-I inh	PfHsp40 yeast
61	COc1c2occc2c(OC)c2c(=O)cc(C)oc12	-7	-5	4.2	8	5	12	1	0.8	1	-1.3
62	CN(C)CCNC(C(=O)Nc1cccc(C(F)(F)F)c1)c1ccccc1 (centres undefined)	4	-9	1.4	3	0	1	-1	2.0	2	-0.9
63	CCO/C=C1/C(=O)N(Cc2ccccc2)C(=O)c2ccccc21	3	-20	-0.2	6	2	17	-104	1.7	4	0.6
64	CCCN1Cc2cccc(C(=O)NCc3ccccc3)c2C1=O	-3	-10	-0.2	2	-1	16	0	/	16	-1.3
65	Cc1csc(Sc2ccc(C(=O)OCC(=O)Nc3ccc(F)cc3[N+](=O)[O-])cc2[N+](=O)[O-])n1	1	10	-2.0	11	0	16	9	1.7	4	-0.7
66	CC(=O)N1CC(C)Sc2ccc(S(=O)(=O)NCc3ccc(F)cc3)cc21 (centres undefined)	0	-5	-1.0	5	-1	12	0	0.8	8	-0.2
67	O=C(O)CCC(=O)OCCCc1cc2ccccc2c(=O)o1	/	2	-0.4	9	-2	/	1	-0.2	5	1.8
68	CCCCOc1ccc(C(=O)NN2CCOCC2)cc1	/	-8	-0.4	4	2	/	-3	0.6	-4	-1.3
69	C=CCSc1nnc2n(CCc3ccccc3)c(=O)c3c4c(sc3n12)COC(C)(C)C4	-1	-13	-0.5	-2	2	20	-1	/	3	-0.3
70	N#C/C(=C/c1ccc(N2CCOCC2)o1)c1ccc(Br)cc1	-1	13	-12	13	-6	38	1	/	27	-1.2
71	COCCNC(=O)C1(C)CCN(C(=O)COc2ccc(Cl)cc2Cl)C1 (centres undefined)	/	/	i	/	6	/	/	0.7	-10	/

This is a subset; the hit share may differ from the screen's.
